Source: PubChem (several laboratories)
T cell modulator – T cell immune modulation candidate. 0.068% of 330,000 active. calls only at 7 µM. 2C CD8+ T cell-vesicle binding, flow cytometry; active compounds read low;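 active = response, share of CD8 T cells binding vesicles, and their 90th percentile fluorescence all below set limits, cut at about 80% in these data, passing the limit was not always enough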
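Assay system – 2C mouse CD8+ T cells · Also added – QL9-loaded Drosophila micro-vesicles · Timing – Cell–vesicle co-incubation 1.5 h at 37 °C, staining 20 min on ice · Signal – flow cytometry of vesicle-bound cells · Measure – percent CD8+ FL2 mean versus row control · Controls – Peptide-free naked vesicles (low) and QL9 vesicles with 0.7% DMSO vehicle (high)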
GPR55 activation – GPR55 agonists via beta-arrestin recruitment, primary screen, imaging, U2OS cells, beta-arrestin-GFP redistribution (AID 1961); U2OS GPR55 beta-arrestin-GFP redistribution imaging; higher % means a stronger effect; activation, % at 10 µM, or EC50 in µM where a hit was titrated; 0.048% of 290,000 active;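 active = activation above 40% with more than 50 cells counted in the well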;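 also: U2OS osteosarcoma cells stably expressing GPR55 and beta-arrestin-GFP; plate controls were DMSO negative control for no effect and LPI positive control for full effect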
GPR55 LPI antagonism – inhibition of LPI-stimulated GPR55 beta-arrestin translocation – imaging, U2OS, beta-arrestin-GFP, LPI agonist, primary screen (AID 2013); U2OS GPR55 beta-arrestin-GFP translocation imaging, LPI antagonism; higher % means a stronger effect; 0.13% of 290,000 active; inhibition, % at 10 µM; hits with a dose series show IC50 in µM;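 active = spots per cell inhibited over 60%, with over 100 cells counted and total cytoplasm intensity under 500,000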;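 also: U2OS cells stably carrying GPR55 and arrestin-GFP stimulated by 5 µM LPI near EC80; imaged beta-arrestin-GFP aggregate spots per cell after agonist stimulation; plate controls were LPI-stimulated DMSO wells for no effect and DMSO wells without LPI for full effect; some results filed as inactive read as strong as hits; confirmed hits need IC50 under 10 µM and bright autofluorescent wells are also inconclusive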
West Nile antiviral – West Nile virus antiviral activity, cell-based, CPE readout (AID 1621) | 0.02% of 290,000 active | CPE inhibition, % at 10 µM, or IC50 in µM where a hit was titrated | West Nile virus-infected cells, CPE inhibition; higher % means a stronger effect; in the data active = a potency from the dose series; also: strong numbers were not always called active
GPR35 antagonists – GPR35 antagonists blocking zaprinast-driven arrestin recruitment, primary screen, imaging, U2OS, beta-arrestin-GFP, zaprinast agonist (AID 2058); inhibition, % at 10 µM, or IC50 in µM where a hit was titrated; U2OS GPR35 beta-arrestin-GFP translocation imaging, zaprinast antagonism; higher % means a stronger effect; 0.052% of 290,000 active;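 active = inhibition of at least 50% with at least 30 cells and total cytoplasm GFP at most 10,000,000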
NTR1 ag – agonists of NTR1, primary screen, imaging, U2OS cells, beta-arrestin-GFP, high content (AID 493036); activation, % at 20 µM; NTR1-U2OS beta-arrestin-GFP spot imaging, agonist mode; P30989; 0.17% of 330,000 active;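 active = activation at or above 40% of the spot to cytoplasm intensity ratio, with at least 20 cells analyzed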;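 also: 0% = DMSO without peptide and 100% = 100 nM NTR1 peptide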
Target sequence (P30989 whole entry, looked up): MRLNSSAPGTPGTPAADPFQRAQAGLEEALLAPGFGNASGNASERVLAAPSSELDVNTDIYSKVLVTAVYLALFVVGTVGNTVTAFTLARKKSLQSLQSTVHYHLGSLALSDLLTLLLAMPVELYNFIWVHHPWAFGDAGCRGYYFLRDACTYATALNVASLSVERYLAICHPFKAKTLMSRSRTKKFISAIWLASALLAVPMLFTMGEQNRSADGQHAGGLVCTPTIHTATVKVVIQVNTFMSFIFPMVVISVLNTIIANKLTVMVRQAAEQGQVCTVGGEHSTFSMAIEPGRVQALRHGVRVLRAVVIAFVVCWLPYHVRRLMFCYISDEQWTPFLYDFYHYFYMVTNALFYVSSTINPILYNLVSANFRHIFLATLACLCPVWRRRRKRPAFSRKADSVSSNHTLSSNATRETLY
KOR beta-arrestin-1 – KOR agonists, beta-arrestin recruitment, primary screen, cell-based, luminescence, uHTS (AID 1777); KOR beta-arrestin recruitment, luminescence; higher % means a stronger effect; 0.02% of 280,000 active; activation, % at 10 µM, or EC50 in µM where a hit was titrated; in the data active = activation above about 50%, passing the limit was not always enough; also: a part of the inactive calls stands beside numbers as strong as those of hits
KOR beta-arrestin-2 – kappa opioid receptor blockers – cell-based, luminescence, uHTS (AID 1778); one-dose inhibition, % at 10 µM; IC50 in µM for titrated hits; 0.091% of 290,000 active; KOR beta-arrestin recruitment, luminescence, antagonist mode; higher % means a stronger effect; in the data active = inhibition above about 50%; also: strong numbers were not always called active
Salmonella PhoP GFP – PhoP-dependent GFP reporter repression – Salmonella Typhimurium, primary screen (AID 1863) | 0.16% of 300,000 active | one-dose inhibition, % at 50 µM; IC50 in µM for titrated hits | S. Typhimurium PhoP-regulated promoter GFP reporter, 4 h; higher % means a stronger effect;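 active = inhibition over 29.93%, a cutoff 3 SD above the screen mean, later confirmed by dose response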;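 also: 0% = low Mg2+ inducing control and 100% = high Mg2+ repressing control; strong numbers were not always called active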
T cell modulator vesicle-bound % – further read-out of T cell modulator, marked with its call; double positive events, %; measured here: CD8+ vesicle-bound cell fraction;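 binding gate set so that unloaded-vesicle control wells show 10% double positive cells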
NTR1 ag cell count 20 µM – recorded beside NTR1 ag, whose call it bears; cell count; measured here: cell count, cytotoxicity flag
* hit, by the source's call; i = inactive; / = not tested or not shown; [ ] = remark or other dose.

Codes: A = T cell modulator; B = T cell modulator vesicle-bound %; C = GPR55 activation; D = GPR55 LPI antagonism; E = West Nile antiviral; F = GPR35 antagonists; G = NTR1 ag; H = NTR1 ag cell count 20 µM; I = KOR beta-arrestin-1; J = KOR beta-arrestin-2; K = Salmonella PhoP GFP
Cc1onc(-c2ccccc2Cl)c1C(=O)NCCN1CCOCC1
  A = i	B = 44	C = -0.1%	D = -8%	E = -0.2%	F = 0%	G = 0.0	H = 66	I = 3.8%	J = -7%	K = 4%

Cc1ccc(Oc2c(C)nc(-c3ccccc3)[nH]c2=O)cc1
  A = i	B = 23	C = -0.1%	D = -3%	E = 0.1%	F = -2%	G = 2.3	H = 41	I = -1.8%	J = 5%	K = 7%

Cc1nc(C)c(C(=O)N2CCCC(C(=O)c3ccc(Cl)cc3C)C2)s1 (stereo unspecified)
  A = i	B = 17	C = 0.9%	D = 8%	E = -0.5%	F = 5%	G = 0.4	H = 44	I = -3.6%	J = -29%	K = 1%

O=C1CCCN1CC(O)CS(=O)(=O)Cc1ccc(Cl)c(Cl)c1 (stereo unspecified)
  A = i	B = 30	C = -0.1%	D = 9%	E = -0.2%	F = 1%	G = -2.2	H = 107	I = -3.2%	J = -10%	K = -6%

Cc1ccc(N(C(=O)c2snc(C(N)=O)c2N)C(C(=O)NC2CCCC2)c2ccco2)cc1 (stereo unspecified)
  A = /	B = /	C = 0.3%	D = -11%	E = 1.0%	F = 10%	G = 3.5	H = 54	I = 7.7%	J = -34%	K = /

C=CCc1cc(C=O)cc(OC)c1OCc1ccc(C(=O)O)cc1
  A = i	B = 48	C = 2.1%	D = 9%	E = 0.4%	F = 4%	G = 1.8	H = 77	I = -1.3%	J = 8%	K = 0%

CCC(CC)Nc1ccc(C(CC(N)=O)NC(=O)c2ccccc2)cc1[N+](=O)[O-] (stereo unspecified)
  A = i	B = 12	C = -0.1%	D = 11%	E = -1.0%	F = -7%	G = 1.1	H = 61	I = -1.2%	J = -14%[20 µM]	K = -5%

O=C(O)c1ccccc1COc1ccccc1Cl
  A = i	B = 18	C = -0.1%	D = 2%	E = -0.1%	F = -6%	G = -0.1	H = 40	I = -2.0%	J = 28%	K = -21%

Cc1ccc(C(=O)Cn2c(C(=O)OCCO)cc3ccccc32)cc1
  A = i	B = 60	C = 0.4%	D = -13%	E = -0.1%	F = 10%	G = 0.6	H = 52	I = 1.4%	J = -8%	K = -3%

CCOC(=O)c1cnc(SCC(=O)N2CCN(c3ccccc3)CC2)nc1N
  A = i	B = 6	C = -0.2%	D = 6%	E = 0.1%	F = 20%	G = 1.0	H = 55	I = -1.7%	J = -6%	K = 2%

CC1CC(=O)Nc2ccccc2N1S(=O)(=O)c1ccccc1 (stereo unspecified)
  A = i	B = 19	C = -0.3%	D = -6%	E = -0.1%	F = 0%	G = -0.5	H = 83	I = -3.8%	J = -48%	K = 17%

COc1ccc2cc(-c3[nH]ncc3CNCCn3nc(C)cc3C)ccc2c1
  A = i	B = 32	C = 0.6%	D = 3%	E = -0.3%	F = -9%	G = 0.7	H = 46	I = -3.5%	J = -10%	K = 1%

CC(Oc1ccc2ccccc2c1)C(=O)N/N=C/c1cccnc1 (stereo unspecified)
  A = i	B = 16	C = -0.2%	D = -21%	E = 0.0%	F = 0%	G = -0.3	H = 39	I = 2.2%	J = -37%	K = 0%

CCN(CC)CCNC(=O)c1nn(-c2ccc(C)cc2)c(=O)c2c1c1ccccc1n2C
  A = i	B = 6	C = -0.1%	D = 8%	E = 2.1%	F = 13%	G = 2.9	H = 72	I = 1.5%	J = -18%	K = -2%

Cc1ccc(NC(=O)CCN2C(=O)c3ccccc3C2=O)cc1C
  A = i	B = 34	C = -0.1%	D = 0%	E = -0.8%	F = -8%	G = 1.6	H = 87	I = -6.4%	J = 38%	K = /

Cc1nc(-c2ccccc2O)n(S(=O)(=O)N(C)C)n1
  A = i	B = 24	C = 0.5%	D = 1%	E = -0.1%	F = 9%	G = -2.1	H = 80	I = 0.6%	J = 4%	K = -2%

C/C(=C\c1ccccc1)CN1CCN(c2ccccc2F)CC1
  A = i	B = 19	C = -0.2%	D = 20%	E = 0.0%	F = -3%	G = 1.5	H = 49	I = 13%	J = -11%	K = 4%

O=C(Cn1cccn1)N1CCCC(N2CCN(Cc3ccc4c(c3)OCO4)CC2)C1 (stereo unspecified)
  A = i	B = 7	C = -0.2%	D = -11%	E = -0.7%	F = 26%	G = -0.5	H = 70	I = 2.0%	J = -17%	K = 1%

CCOc1ccc(N2CC(C(=O)NCCN3C(=O)S/C(=C\c4cccnc4)C3=O)CC2=O)cc1 (stereo unspecified)
  A = i	B = 38	C = -0.2%	D = 4%	E = -0.7%	F = -4%	G = 1.6	H = 61	I = -5.4%	J = 14%	K = -5%

CCCCCCC1CC(C)(C(=O)CNc2nncs2)OC1=O (stereo unspecified)
  A = i	B = 52	C = 0.0%	D = 10%	E = -0.7%	F = 2%	G = 2.6	H = 79	I = -3.8%	J = -14%	K = -1%

CCN(CC)c1ccc(NC(=O)C2CCCC2)cc1
  A = i	B = 9	C = 0.6%	D = 10%	E = -0.5%	F = 0%	G = 0.6	H = 46	I = -4.2%	J = 2%[20 µM]	K = 1%

COc1ccc(CN2CCC(=O)N([C@H](CO)CC(C)C)CC2)cc1OC
  A = i	B = 12	C = -0.3%	D = 8%	E = -0.7%	F = 2%	G = 4.8	H = 78	I = -5.7%	J = -54%[20 µM]	K = 12%

O=C(NNC(=O)c1nn(-c2ccc(F)cc2)ccc1=O)Nc1cccc(Cl)c1
  A = i	B = 58	C = -0.3%	D = 8%	E = 0.1%	F = -3%	G = 3.0	H = 31	I = -2.0%	J = 10%	K = -10%

Clc1ccc(-n2nnnc2CN2CCCCC2)cc1Cl
  A = i	B = 17	C = -0.4%	D = -13%	E = -1.0%	F = -6%	G = -3.4	H = 89	I = -1.1%	J = 15%	K = -11%

COc1cccc(/C(O)=C2/C(=O)C(=O)N(CCCN(C)C)C2c2cccc(Cl)c2)c1 (stereo unspecified)
  A = /	B = /	C = -0.1%	D = 2%	E = /	F = 14%	G = /	H = /	I = 8.9%	J = 6%	K = /

Cc1ccc(C(=O)N(Cc2sccc2C)C2CCS(=O)(=O)C2)cc1 (stereo unspecified)
  A = i	B = 68	C = 0.0%	D = 11%	E = -0.5%	F = -5%	G = -0.9	H = 57	I = -7.3%	J = 16%	K = 1%

COC(=O)[C@H](CCSC)NC(=O)c1cccnc1SC
  A = i	B = 62	C = 0.2%	D = -8%	E = 0.5%	F = 8%	G = 0.0	H = 63	I = -0.7%	J = 21%	K = -1%

CCOc1c(Cl)cc(/C=N/O)cc1OC
  A = i	B = 25	C = 0.7%	D = 63%	E = -0.1%	F = -18%	G = -0.4	H = 67	I = 8.1%	J = -10%	K = 0%

CCc1cccc(NS(=O)(=O)c2ccc3c(c2)N(C)CCO3)c1
  A = i	B = 40	C = 0.2%	D = 16%	E = -0.4%	F = 3%	G = 2.7	H = 58	I = -4.6%	J = -7%	K = 3%

O=C(NCc1ccco1)/C(=C/c1ccc([N+](=O)[O-])cc1)NC(=O)c1ccco1
  A = i	B = 30	C = 0.6%	D = 4%	E = -0.4%	F = 1%	G = 0.5	H = 55	I = -4.3%	J = 15%	K = 3%

O=c1c2ccccc2nc(CSc2nnnn2-c2ccccc2)n1-c1ccccc1
  A = i	B = 19	C = -0.1%	D = -2%	E = /	F = -8%	G = /	H = /	I = -6.5%	J = 8%	K = -9%

Cn1nccc1C(=O)N1CCN(c2ccccc2F)CC1
  A = i	B = 66	C = -0.2%	D = -8%	E = -0.2%	F = -16%	G = -0.8	H = 55	I = 8.9%	J = 53%	K = -7%

COc1ccc(CCNC(=O)CNC(=O)c2nn(-c3ccc(OC)c(OC)c3)c(=O)c3ccccc23)cc1OC
  A = i	B = 20	C = 0.5%	D = -6%	E = 0.0%	F = -8%	G = -1.5	H = 61	I = -3.1%	J = -16%	K = 0%

COC(=O)CNc1nc(Cl)nc(NC2CCCCC2)n1
  A = i	B = 48	C = -0.1%	D = 9%	E = 0.8%	F = 0%	G = -0.8	H = 55	I = 3.0%	J = -26%[20 µM]	K = -2%

Cc1nnc(SCC(=O)NC(C)c2ccccc2)[nH]c1=O (stereo unspecified)
  A = i	B = 46	C = -0.1%	D = 4%	E = 0.1%	F = 9%	G = -0.6	H = 65	I = 2.3%	J = 14%	K = 2%

O=C(Nc1nnc(-c2ccco2)o1)c1ccc(Cl)cc1
  A = i	B = 36	C = 1.2%	D = 1%	E = -0.3%	F = -8%	G = 3.6	H = 53	I = 0.1%	J = -24%	K = 25%

c1ccc2c(c1)CCc1snnc1-2
  A = i	B = 59	C = 0.1%	D = -5%	E = -0.6%	F = -16%	G = -0.7	H = 66	I = -2.6%	J = -51%[20 µM]	K = 1%

Cc1ccc(S(=O)(=O)N(C)c2nonc2C)cc1
  A = i	B = 37	C = 0.2%	D = -14%	E = -0.1%	F = -11%	G = -0.5	H = 77	I = -5.6%	J = -36%	K = 1%

CC1CC(C)CN(C(=O)c2cn(C)c3ccc(S(=O)(=O)N(C)C)cc3c2=O)C1 (stereo unspecified)
  A = i	B = 29	C = -0.1%	D = 8%	E = 0.1%	F = 11%	G = -0.7	H = 56	I = -4.0%	J = 15%	K = 9%
